Screening data deposited in PubChem by several laboratories.
TRPC4 inh: inhibitors of mouse TRPC4 channel, primary screen, Fluo4 calcium, HEK293 TRPC4beta/mu-opioid cells | hit rate 0.39% among 300,000 | DAMGO-evoked Fluo4 calcium flux; active compounds read low | Short transient receptor potential channel 4 (Mus musculus), Q9QUQ5 | AID 2247, 2010 | B-score at 10 µM;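 active = B-score over 3 SD under the library average, no early fluorescence shift, positive overall ratio signal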
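Assay system: TRPC4beta/mu-opioid receptor HEK293 cell line; compound dosing: single concentration per test compound; detection: Fluo4 Ca2+ flux fluorescence; evaluation: per-well B score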
MrgX1 antagonist: antagonists of human MrgX1 receptor, primary screen, HEK293 cells, Fluo-4 calcium flux | Mas-related G-protein coupled receptor member X1 (Homo sapiens), Q96LB2 | BAM8-22 antagonism; active compounds read low | B-score at 10 µM | hit rate 1.3% among 310,000 | AID 588676, 2011;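 active = calcium-response B-score plate-corrected more than 3 library SD below zero, starting fluorescence within 5 deviations, no agonist response on first addition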;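 also: peak minus trough fluorescence over baseline after final BAM8-22 challenge near maximal dose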
TRPC6 inh: mouse TRPC6 channel inhibitors, primary screen, cell-based, HEK293, membrane potential dye; ACh-evoked depolarization; active compounds read low; Short transient receptor potential channel 6 (Mus musculus), Q61143; B-score at 10 µM; hit rate 1.1% among 310,000;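 active = B-score under library mean minus 3 SD, initial fluorescence not abnormally high, positive integrated signal ratio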;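 also: B-score derived from integrated fluorescence ratio over the kinetic read; more negative B-score means stronger inhibition of depolarization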
Target sequence (Q61143 whole entry, looked up): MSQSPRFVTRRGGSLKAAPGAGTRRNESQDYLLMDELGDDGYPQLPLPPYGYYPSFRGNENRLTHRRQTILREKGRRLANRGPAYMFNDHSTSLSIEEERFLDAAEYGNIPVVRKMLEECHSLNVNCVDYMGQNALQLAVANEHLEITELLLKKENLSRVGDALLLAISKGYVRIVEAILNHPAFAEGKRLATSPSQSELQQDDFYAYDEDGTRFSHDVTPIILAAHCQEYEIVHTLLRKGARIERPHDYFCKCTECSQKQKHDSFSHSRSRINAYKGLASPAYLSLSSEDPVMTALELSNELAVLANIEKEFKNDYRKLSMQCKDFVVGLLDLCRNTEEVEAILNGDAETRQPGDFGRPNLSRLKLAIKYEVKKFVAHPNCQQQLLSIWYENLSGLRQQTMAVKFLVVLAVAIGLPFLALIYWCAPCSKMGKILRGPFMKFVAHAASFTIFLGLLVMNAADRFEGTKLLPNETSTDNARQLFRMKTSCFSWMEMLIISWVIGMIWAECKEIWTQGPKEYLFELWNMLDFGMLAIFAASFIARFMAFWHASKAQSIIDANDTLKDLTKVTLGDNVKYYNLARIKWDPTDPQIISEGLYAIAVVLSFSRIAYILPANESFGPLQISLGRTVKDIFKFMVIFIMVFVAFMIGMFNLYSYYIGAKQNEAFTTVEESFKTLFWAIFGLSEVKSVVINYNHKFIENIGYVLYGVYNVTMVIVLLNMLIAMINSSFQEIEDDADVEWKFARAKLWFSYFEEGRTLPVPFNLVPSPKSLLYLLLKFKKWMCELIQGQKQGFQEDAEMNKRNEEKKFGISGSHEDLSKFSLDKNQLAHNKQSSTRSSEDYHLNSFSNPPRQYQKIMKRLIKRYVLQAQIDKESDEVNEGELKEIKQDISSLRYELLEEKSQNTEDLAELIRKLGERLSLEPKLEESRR
MrgX1 PAM: positive allosteric modulators of MrgX1, primary screen, HEK293 cells, Fluo-4 calcium flux; B-score at 10 µM; hit rate 0.63% among 310,000; FDSS; active compounds read high; Mas-related G-protein coupled receptor member X1 (Homo sapiens), Q96LB2;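 active = plate-corrected calcium response at least 3 library SD above typical, normal starting fluorescence, not activating the receptor alone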;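 also: compound read alongside a low EC10 to EC30 dose of BAM8-22 agonist; peak minus trough fluorescence over baseline measured at the second addition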
TMEM16A act: TMEM16A chloride channel activators or potentiators, primary screen, cell-based, HTS; hit rate 0.3% among 340,000; Anoctamin-1 (Mus musculus), Q8BHY3; B-score at 10 µM; HEK293 TMEM16A/YFP-H148Q/I152L, iodide quench fluorescence; active compounds read low; AID 623877, 2012;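 active = fluorescence-ratio B-score plate-corrected deviation score at least 3 library SD below zero, with starting fluorescence score within 5 deviations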;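 also: channel opened by trigger with iodide after compound preincubation; score built on the fluorescence ratio of max minus min over baseline; more negative score means more quench and so TMEM16A activation or potentiation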
SKKanGAS inh: S. pyogenes SKKanGAS growth inhibitors in kanamycin, primary screen, streptokinase expression inhibitor project, SKKanGAS strain, BacTiter-Glo luminescence. inhibition, % at 7.5 µM. hit rate 1.3% among 300,000. 6 h. AID 1662, 2009;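 active = mean replicate score, as percent of positive control median, at least 50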;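 also: strain carries kanamycin resistance gene driven by streptokinase promoter and grows in 40 µg/ml kanamycin; loss of luminescence reflects streptokinase promoter inhibition or plain growth inhibition; 0% = median of DMSO wells and 100% = positive control at its reference dose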
TRPC4 act: activators of mouse TRPC4 channel, primary screen, Fluo4 calcium, HEK293 TRPC4beta/mu-opioid cells; Short transient receptor potential channel 4 (Mus musculus), Q9QUQ5; Fluo4 calcium fluorescence; active compounds read high; B-score at 10 µM; hit rate 0.49% among 310,000; AID 2237, 2010;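 active = B-score above 5 SD of library B-scores, and initial fluorescence ratio not above library mean plus 5 SD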;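 also: positive B-score marks a calcium rise read as TRPC4 activation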
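Assay system: HEK293 stable line with TRPC4beta plus mu-opioid receptor. Times: dye 45 min RT, read 110 s. Measured by: kinetic Fluo4 calcium fluorescence. Measure: B score of integrated ratio. Controls: assay buffer as low control, maximal DAMGO as high control.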
TRPC6 act: mouse TRPC6 channel activators, primary screen, cell-based, HEK293, membrane potential dye; Short transient receptor potential channel 6 (Mus musculus), Q61143; HEK293-TRPC6 membrane potential dye fluorescence; active compounds read high; B-score at 10 µM; hit rate 0.13% among 310,000;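 active = B-score of the integrated fluorescence ratio above library mean plus 3 SD, and starting fluorescence ratio within library mean plus 5 SD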;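 also: higher score means more depolarization so channel activation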
TMEM16A inh: TMEM16A chloride channel inhibitors, primary screen, cell-based, HTS | Anoctamin-1 (Mus musculus), Q8BHY3 | HEK293 TMEM16A/YFP iodide influx fluorescence, ionomycin | normalized B-score (activity score, 25-100; higher = stronger inhibition) at 10 µM | hit rate 1.2% among 310,000;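 active = ratio plate-corrected score three or more library SD toward inhibition, starting fluorescence score within five deviations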;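 also: score derived from kinetic fluorescence span divided by baseline fluorescence per well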
MrgX1 ag: agonists of human MrgX1 receptor, primary screen, HEK293 cells, Fluo-4 calcium flux; Mas-related G-protein coupled receptor member X1 (Homo sapiens), Q96LB2; Fluo-4 calcium fluorescence, agonist mode; active compounds read high; B-score at 10 µM; hit rate 0.44% among 310,000; AID 588627, 2011;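 active = calcium response B-score plate-corrected fluorescence ratio at least 3 library SD, with starting fluorescence B-score inside 5 SD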
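Test system: Stable human MrgX1 HEK293 cell line | Schedule: Overnight plating before 1 h dye loading | Read-out basis: Baseline-normalised fluorescence change ratio, B-scored | Detection: Kinetic calcium dye fluorescence, Fluo-4 NW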
TRPC4 PAM: positive allosteric modulators of TRPC4, primary screen, cell-based, mouse TRPC4beta, HEK293 mu-opioid, Fluo-4 calcium. DAMGO EC20, Fluo-4 Ca2+ flux; active compounds read high. B-score at 10 µM. hit rate 0.42% among 310,000. AID 2227, 2009;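 active = B-score of calcium response area above 5 SD of library B-scores, with initial fluorescence ratio within 5 SD of library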;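 also: B-score of integrated fluorescence ratio over time as area under calcium response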
Active calls of the source: *; i = inactive; . = no result given.

SMILES,TRPC4 inh,MrgX1 antagonist,TRPC6 inh,MrgX1 PAM,TMEM16A act,SKKanGAS inh,TRPC4 act,TRPC6 act,TMEM16A inh,MrgX1 ag,TRPC4 PAM
CCCCNc1nnc(CCn2nc(C)c(Br)c2C)s1,i,i,i,i,i,-10,i,i,i,i,i
CCc1nn(CCCC(=O)N2CCN(c3ccc(OC)cc3)CC2)c(=O)c2cc3occc3n12,i,i,i,i,i,0,i,i,i,i,i
Cc1cccc2sc(NC(=O)C3CC3)nc12,i,i,i,i,i,2,i,i,i,i,i
COc1ccccc1NC(=O)N1CCCC1C(=O)NCc1ccc2c(c1)OCO2 (stereo not given),i,i,i,i,i,9,i,i,i,i,i
CCc1cc2c(=O)c(-c3nc4ccccc4n3C)c(COCC(=O)O)oc2cc1O,i,i,i,i,i,-7,i,i,i,i,i
CCc1ccc(-c2nc(NC(=O)c3ccc(OCC(=O)Nc4ccc(F)cc4)c(OC)c3)sc2C)cc1,i,i,i,i,i,1,i,i,i,i,i
CC(C)(C)NC(=O)CN(C(=O)CCC(=O)Nc1nccs1)c1cccc(C(F)(F)F)c1,i,i,i,i,i,-5,i,i,i,i,i
O=C(CNC(=O)c1ccc(N2C(=O)c3ccccc3C2=O)cc1)OCC(=O)c1ccc(Cl)cc1,i,i,i,i,i,.,i,i,i,i,i
COc1ccc(CC(=O)NC(C)c2nnc(SCCC(=O)Nc3ccccc3)n2C)cc1 (stereo not given),i,i,i,i,i,-9,i,i,i,i,i
CCn1c(CNc2ccc(F)cc2)nnc1SCC(=O)Nc1ccc(OC)cc1OC,i,i,i,i,i,-5,i,i,i,i,i
O=C(CSc1ncccn1)NC(=O)Nc1ccc2c(c1)OCCO2,i,i,i,i,i,.,i,i,i,i,i
COc1ccc(S(=O)(=O)N2CCNC(=O)CC2)cc1,i,i,i,i,i,-4,i,i,i,i,i
COCCn1c(C)cc(C(=O)CSc2ccc(NC(C)=O)cc2)c1C,i,i,i,i,i,-5,i,i,i,i,i
O=C(NCc1cccnc1)C(=O)Nc1cc2c3c(c1)CC(=O)N3CCC2,i,i,i,i,i,-1,i,i,i,i,i
Cc1ccc(OCC(=O)NC(=S)Nc2ccc(Br)cn2)cc1,i,i,i,i,i,-3,i,i,i,i,i
O=C(Cc1ccc([N+](=O)[O-])cc1)Nc1nnc(C2CC2)s1,i,i,i,i,i,-1,i,i,i,i,i
O=C(N/N=C/c1ccc(OC(=O)c2ccccc2)cc1)c1cccc(O)c1,i,i,i,i,i,16,i,i,i,i,i
O=C(O)c1cc(S(=O)(=O)N(Cc2ccccc2)c2ccc(Cl)cc2)ccc1Cl,i,i,i,i,i,4,i,i,i,i,i
CC12CCC(C(=O)N(CCCCN3CCN(c4ccccn4)CC3)C1=O)C2(C)C (stereo not given),i,i,i,i,i,4,i,i,i,i,i
CN(C(=O)c1cccc(OC2CCN(S(=O)(=O)N(C)C)CC2)c1)C1CCOC1 (stereo not given),i,.,i,.,i,1,i,i,.,.,i
O=C1/C(=C/c2cccnc2)SC(=S)N1c1ccc(O)cc1,i,i,i,i,i,-21,i,i,i,i,i
CCOC(=O)Cc1csc(NC(=O)c2ccc3c(c2)OCO3)n1,i,i,i,i,i,-1,i,i,i,i,i
Cc1c(C(=O)N(C)Cc2cccc(F)c2)oc2c(Cl)cccc12,i,i,i,i,i,42,i,i,i,i,i
C/C(=N\Nc1ccc(Cl)c(C(=O)O)c1)c1ccc(N2CCOCC2)cc1,i,i,i,i,i,3,i,i,25*,i,i
Cc1nnc(-c2cnn(C)c2N)n1Cc1ccccc1F,i,i,i,i,i,-1,i,i,i,i,i
Cc1ccc(N=C2NC(=O)/C(=C/C=C/c3ccco3)S2)cc1,i,i,i,i,i,17,i,i,i,i,i
C#CCOCCOCCOCCNc1nc(N2CCN(C(=O)CCCCCCCCCCNC(=O)[C@H]([C@@H](C)CC)n3cc(CCCCN=C(N)N)nn3)CC2)nc(N2CCN(C(=O)CCCCCCCCCCNC(=O)[C@H](CO)n3cc(CCCCCN)nn3)CC2)n1,.,i,.,i,-20*,.,.,.,100*,151*,.
O=C(COc1ccc2ccc(=O)oc2c1)Nc1nccs1,i,i,i,i,i,-6,i,i,i,i,i
Cc1ccc(OCC(=O)NCCCNC(=O)COc2ccc(C)cc2)cc1,i,.,i,.,i,-8,i,i,.,.,i
COc1ccccc1NC(=O)CN(Cc1ccco1)C(=O)c1ccc(-n2nc(C)cc2C)cc1,i,i,i,i,i,-12,i,i,i,i,i
CC(=O)Nc1ccc2c(c1)nc(CCNC(=O)c1ccco1)n2C,i,i,i,i,i,-1,i,i,i,i,i
CCCn1c(=O)n(C)c(=O)c2c(SCc3cc(C(C)=O)ccc3OCC)nc(C3CC3)nc21,i,i,i,i,.,17,i,i,i,i,i
Cc1nc(COc2cc3oc(=O)cc(C)c3cc2Cl)cs1,i,i,i,i,i,-8,i,i,i,i,i
CSc1ccc(/C=N/n2c(Cc3ccc(Br)cc3)n[nH]c2=S)cc1,i,i,i,i,i,13,i,i,i,i,i
O=c1[nH]cc(-c2ccc(Br)cc2)n1Cc1ccccc1,i,i,i,i,i,9,i,i,i,i,i
COc1ccccc1N1C(=O)CCC1(C#N)c1ccccc1 (stereo not given),i,i,i,i,i,4,i,i,i,i,i
O=C(CSc1nc2sc3c(c2c(=O)[nH]1)CCCC3)NCCO,i,i,i,i,i,-1,i,i,i,i,i
O=C1C(=O)N(CCCN2CCOCC2)C(c2ccc(Cl)cc2)/C1=C(\O)c1ccc2c(c1)OCCO2 (stereo not given),i,i,i,i,i,1,i,i,i,i,i
Cc1cccc(OCC(=O)NCc2n[nH]c(=O)c3ccccc23)c1,i,i,i,i,i,-2,i,i,i,i,i
O=C(O)CCS(=O)(=O)c1nc(-c2cccs2)cc(C(F)(F)F)n1,i,i,i,i,i,-2,i,i,i,i,i
COc1ccc2c(C)c(Cl)c(=O)oc2c1,i,i,i,i,i,17,i,i,i,i,i
COC(=O)C(C(=O)OC)C(C(C)C)C(C(=O)OC)C(=O)OC,.,i,.,i,i,-13,.,.,i,i,.
O=C(COC(=O)C1CCC1)Nc1cccc(Cl)c1,i,i,i,i,i,-4,i,i,i,i,i
Cc1ccc(O)c(/C=N/NC(=O)COc2ccc3c(C)cc(=O)oc3c2)c1,i,i,i,i,i,25,i,i,i,i,i
CCN(CC)c1nc(C)nc2c1sc(=S)n2C,i,i,i,i,i,1,i,i,i,i,i
COc1cccc(NC(=O)CC2COc3ccccc3O2)c1 (stereo not given),i,i,i,i,i,-2,i,i,i,i,i
CCCCn1c(N)c(N(CC)C(=O)c2cccc(S(=O)(=O)N3CCCc4ccccc43)c2)c(=O)[nH]c1=O,i,i,i,i,i,2,i,i,i,i,i
CC1(C)C(C(=O)O)N2C(=O)C(NC(=O)Cc3ccccc3)C2S1=O (stereo not given),i,i,i,i,i,-21,i,i,i,i,i
Cc1cc(NC(=O)Cn2c(=O)c3c(ncn3CCC(C)C)n(Cc3ccccc3)c2=O)no1,i,i,i,i,i,2,i,i,i,i,i
CCN(CC)S(=O)(=O)c1ccc(O)c(C(=O)OCC(=O)Nc2ccc(OC(F)(F)F)cc2)c1,i,i,i,i,i,2,i,i,i,i,i
Cc1nonc1C1CCCN1Cc1nc(-c2ccc(F)cc2F)oc1C (stereo not given),i,i,i,7.1*,i,2,i,i,i,i,i
CC(=O)Nc1cccc(NC(=O)CSc2nc(=O)n(Cc3ccccn3)c3c2CCC3)c1,i,i,i,i,i,-6,i,i,i,i,i
O=C1NC2(CCCCC2)Cc2ccccc21,i,i,i,i,i,-12,i,i,i,i,i
Cn1ccsc1=NC(=O)c1cc(S(=O)(=O)N2CCOCC2)ccc1F,i,i,i,i,i,-18,i,i,i,i,i
CC1=C(C(=O)NCCc2ccc(C)cc2)C2(CCC(C)CC2)OC1=O (stereo not given),i,i,i,i,i,4,i,i,i,i,i
O=C(NCCCNC(=O)c1ccccn1)c1ccc(F)cc1,i,i,i,i,i,1,i,i,i,i,i
CCOC(=O)c1cc(-c2ccc(C)cc2)n(CC(=O)NCc2ccco2)c1C,i,i,i,i,i,4,i,i,i,i,i
Cc1ccc(OCC(=O)Nc2ccc3c(c2)OCO3)c(C)c1,i,i,i,i,i,-4,i,i,i,i,i
O=c1oc2ccccc2c(NCCO)c1[N+](=O)[O-],i,i,i,i,i,-16,i,i,i,i,i
O=C(CCc1ccccc1)Nc1nnc(-c2ccc3c(c2)OCCO3)o1,i,i,i,i,i,10,i,i,i,i,i

Going on with the list:
SMILES,TRPC4 inh,MrgX1 antagonist,TRPC6 inh,MrgX1 PAM,TMEM16A act,SKKanGAS inh,TRPC4 act,TRPC6 act,TMEM16A inh,MrgX1 ag,TRPC4 PAM
Cc1sc2ncnc(N(C)Cc3ccco3)c2c1C,i,i,i,i,i,6,i,i,i,i,i
CCN(CC)C(=O)CSc1nc2ccccc2c(=O)n1OC(C)C,i,i,i,i,i,-6,i,i,i,i,i
COc1cccc(CNc2ncn[nH]2)c1OCc1ccccc1F,i,i,i,i,i,-6,i,i,i,i,i
O=C(COc1ccc(C(=O)c2ccccc2)cc1)NCC(=O)Nc1ccccc1Br,i,i,i,i,i,-7,i,i,i,i,i
Cc1ccc(SCC(=O)NCCc2ccccc2)cc1,i,i,i,i,i,-10,i,i,i,i,i
